# Ins promoter up: insulin promoter activators in MIN6 cells, imaging, high-content screening, mouse beta cells | z-score at 5 µM | MIN6 insulin promoter-GFP reporter; stronger effect = higher value | hit rate 0.3% among 190,000;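 active means z-score above 3 at 5 µM with at least 500 cells counted in the well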
# Dynein cargo inh: inhibitors of GR-EGFP nuclear translocation, primary screen, dynein cargo transport inhibitor project, imaging, high-content, 3617.4 mouse cells. z-score, hits read low. test concentration mostly 20 µM; stimulated with dexamethasone, 1 µM; stronger effect = lower value. hit rate 0.47% among 220,000;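 active means plate z-score of nuclear minus cytoplasmic receptor signal below a set negative limit, without overly bright fluorescence or cell loss, cut at about -3.5 in these data, passing the limit was not always enough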;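 further: z-score of nuclear minus cytoplasmic ring GR-EGFP intensity difference per well; some compounds called inactive have numbers as strong as hits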
#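 Buffer or medium: tet-free, stripped-serum medium; reagent: dexamethasone at 1.0 µM final, 30 min; incubation: 48 h induction, 1 h compound, 30 min dex at 37 °C; measured by: formaldehyde fixation, Hoechst nuclear stain, 10x automated fluorescence imaging; read-out: nuclear-to-cytoplasmic GR-EGFP distribution per well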
# Hep lipid drop: inhibitors of hepatocyte lipid droplet formation, primary screen, imaging, high-throughput imaging, BODIPY stain. hit rate 0.4% among 240,000. AML12 mouse hepatocytes, oleate lipid droplets. AID 1656, 2009. inhibition, % at 6.5 µM;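 active means lipid droplet intensity inhibited by at least 50%, with more than 500 cells counted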
#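 System: AML12 hepatocytes (mouse). Probe or stimulus: oleic acid at 100 µM to induce lipid droplet formation. Times: overnight treatment with compound plus oleate. Detection: Image-based BODIPY and DAPI two-channel analysis. Evaluation: percent inhibition of filter-corrected integrated lipid droplet intensity per well.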
# MT stabilize HCS: microtubule stabilizers in HeLa cells, primary screen, imaging, high-content imaging | HeLa tubulin immunostaining HCS, 24 h; share of cells brighter than vehicle mean+2SD | % tubulin-high responders, % at 10 µM | hit rate 0.83% among 200,000;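 active means plate Z-score above 3 for both tubulin-high and condensed-nucleus cell shares, with cell loss under 80%, at 10 µM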;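 further: anti alpha tubulin signal scored within the nucleus-defined area of each cell; some results filed as inactive read as strong as hits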
# human PMI inhibition: inhibitors of human PMI, primary screen, biochemical, fluorescence intensity, coupled assay (AID 1209) | Mannose-6-phosphate isomerase (Homo sapiens) | purified PMI enzyme, coupled fluorescence intensity; higher % means a stronger effect | one-dose inhibition, % at 20 µM; IC50 in µM for titrated hits | hit rate 0.42% among 190,000; in the data active means inhibition above about 50%;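 further: plate controls were DMSO vehicle for no effect and wells lacking substrate for full effect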
# Myeloid diff 2: induction of myeloid progenitor differentiation, primary screen, cell-based, flow cytometry, MLPCN library; ER-HoxA9 myeloid progenitors, lysozyme-GFP differentiation; calls only at 10 µM; hit rate 1% among 360,000; AID 624256, 2012;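 active means normalized GFP-positive differentiation at or above the plate's own cutoff, the solvent-only control mean plus 3 SD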;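 further: cells exposed to compound for four days before flow analysis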
# b-catenin transl: modulators of beta-catenin nuclear translocation, primary screen, imaging, HeLa cells, immunofluorescence, high-content. nuclear translocation activity, % at 5 µM. hit rate 0.3% among 190,000. AID 1665, 2009;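 active means nuclear translocation activity above 50% at 5 µM, with a well cell count of 50 or more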;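 further: per-cell ratio of nuclear to cytoplasmic median beta-catenin stain intensity; plate controls were DMSO negative control for no effect and GSK-3 inhibitor IX positive control for full effect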
#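 Test system: human HeLa cells, endogenous beta-catenin. Times: 24 h compound exposure, 37°C. Measured by: beta-catenin immunofluorescence imaging with DAPI.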
# TNAP activation fold: human TNAP enzyme activators, primary screen, biochemical, luminescent, no phosphate acceptor, uHTS (AID 1001); one-dose activation fold at 20 µM; EC50 in µM for titrated hits; purified TNAP, luminescent activation assay, no phosphate acceptor; higher activation fold means a stronger effect; hit rate 0.03% among 200,000; Alkaline phosphatase, tissue-nonspecific isozyme (Homo sapiens); in the data active means activation fold from about 3, or a potency from the dose series; inactive means the rest, 99 in 100 with activation fold below about 1.6; further: many of its hits are not listed in these tables
# T cell modulator: modulators of CD8 T cell-vesicle binding, primary screen, mouse 2C CD8+ T cells, flow cytometry. 2C CD8+ T cell-vesicle binding; stronger effect = lower value. calls only at 7 µM. hit rate 0.068% among 330,000. AID 2052, 2009;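 active means response, share of CD8 T cells binding vesicles, and their 90th percentile fluorescence all below set limits, cut at about 80% in these data, passing the limit was not always enough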
#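 Incubation: binding step 1.5 h, 37 °C, antibody labelling 20 min, ice; system: murine 2C transgenic CD8+ T lymphocytes; technique: cytometric PE anti-B7-1 and Alexa647 anti-CD8 signals after 1% paraformaldehyde fixation; also added: QL9-charged Drosophila Ld/ICAM-1/B7-1 vesicles; control set: naked versus QL9-loaded vesicles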
# Dynein cargo inh cytoplasmic EGFP: also measured in Dynein cargo inh; calls as there; z-score; measured here: cytoplasmic GR-EGFP intensity; stronger effect = higher value
# Dynein cargo inh nuclear GR-EGFP: recorded beside Dynein cargo inh, whose call it bears; z-score; measured here: nuclear GR-EGFP intensity;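 lower value marks the stronger effect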
# Dynein cargo inh cell count: second read-out of Dynein cargo inh, no call of its own (marks repeat the call); z-score; measured here: cell count per field
# Ins promoter up cell count: also measured in Ins promoter up; calls as there; cell count; measured here: cytotoxicity, nuclei count;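 total cells summed across four imaged fields per well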
# Hep lipid drop cells 6.5 µM: recorded beside Hep lipid drop, whose call it bears; cell count; measured here: cell count, cytotoxicity flag;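 cells counted across two imaged fields per well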
# b-catenin transl cell count 5 µM: also measured in b-catenin transl; calls as there; cell count; measured here: cell count, cytotoxicity flag
# T cell modulator vesicle-bound %: further read-out of T cell modulator, marked with its call; double positive events, %; measured here: CD8+ vesicle-bound cell fraction;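 binding gate set so that unloaded-vesicle control wells show 10% double positive cells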
# MT stabilize HCS Hoechst-high %: recorded beside MT stabilize HCS, whose call it bears; % Hoechst-high responders; measured here: nuclear condensation Hoechst responders;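 share of cells brighter than vehicle mean plus two SD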
# MT stabilize HCS cytotoxicity %: further read-out of MT stabilize HCS, marked with its call; toxicity, %; measured here: cytotoxicity by cell density;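 0% = mean cell density of plate MIN control wells and 100% = no cells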
# Myeloid diff 2 GFP+ MAC1+ %: also measured in Myeloid diff 2; calls as there; GFP+ MAC1+ double positive, %; measured here: differentiation confirmed by MAC1 staining
# Numbers without * were called inactive; i = inactive; . = no result given. Not a hit list, and some 3% of all compounds hit somewhere here.
SMILES,Ins promoter up,Ins promoter up cell count,Dynein cargo inh,Dynein cargo inh cytoplasmic EGFP,Dynein cargo inh nuclear GR-EGFP,Dynein cargo inh cell count,Hep lipid drop,Hep lipid drop cells 6.5 µM,MT stabilize HCS,MT stabilize HCS Hoechst-high %,MT stabilize HCS cytotoxicity %,human PMI inhibition,Myeloid diff 2,Myeloid diff 2 GFP+ MAC1+ %,b-catenin transl,b-catenin transl cell count 5 µM,TNAP activation fold,T cell modulator,T cell modulator vesicle-bound %
Cc1cc(C)nc(NS(=O)(=O)c2ccc(NC(=O)Nc3ccccc3)cc2)n1,0.22,1071,-0.049,0.58,-0.11,-0.013,24,677,2.6,1.7,8.6,-3%,i,0.3,-0.2,1059,1,i,63
CCOCc1nnc(NC(=O)CSc2ccc(C)cc2)s1,.,.,-0.44,-0.25,0.14,-0.13,10,727,2.6,1.7,5.0,7%,i,0.4,-0.1,1117,1.1,i,31
CCCC(=O)OCCn1c(Br)nc2c1c(=O)[nH]c(=O)n2C,.,.,-1.5,-0.24,-1.2,0.35,-20,707,2.6,1.6,4.6,-2%,i,1.7,-2.9,518,1.1,i,18
O=C(NCc1cccnc1)Nc1ccccc1F,.,.,-0.54,-0.23,-0.03,0.13,-6,694,1.3,1.7,7.8,-7%,i,0.3,.,.,1.1,i,54
O=C(CSc1nc2ccccc2[nH]1)Nc1ccccc1N1CCOCC1,-0.3,1318,-0.62,-0.17,0.057,-0.46,12,742,20,25,96,1%,i,1.0,.,.,1.1,i,33
Cc1cccc2c3nc4ccccc4nc3n(CCCN3C(=O)c4ccccc4C3=O)c12,-0.24,1294,-0.73,-0.23,-0.57,0.36,10,677,1.6,2.8,5.5,4%,i,0.5,0.1,982,1.1,.,.
Cc1ccsc1CN1CCC(C(=O)NCc2ccccc2Cl)CC1,0.32,1198,1.7,-0.34,0.3,0.1,-6,758,3.9,2.4,12,-15%,i,0.4,-2.2,564,1,i,36
CCOCCCNC(=O)C(NC(=O)CNC(C)=O)c1ccc(Cl)cc1 (stereo not drawn),0.14,1662,-0.72,-0.35,-0.12,0.24,.,.,6.0,2.3,8.0,-5%,i,0.5,2.8,1394,1.1,i,46
O=C(CCN1C(=O)c2cccnc2C1=O)NC1CCCCCC1,1.1,1456,-0.0081,-0.21,-0.2,-0.095,-5,657,5.5,3.8,3.5,9%,i,2.7,-1.0,1059,1.1,i,58
COC(=O)C1(c2ccccc2)NC(c2ccc(O)cc2)C2C(=O)N(c3ccc4c(c3)OCO4)C(=O)C21 (stereo not drawn),0.16,1146,-0.069,-0.72,-0.18,-0.44,-3,644,.,.,.,.,i,0.6,-0.2,1317,.,i,52
CC(C)C(NS(=O)(=O)c1ccc2c(c1)OCCO2)C(=O)NCCc1ccccn1 (stereo not drawn),-0.11,1033,-0.37,-0.34,-0.046,-0.72,.,.,2.8,1.5,6.0,-8%,i,0.4,-8.8,1007,1,i,33
O=C(CN1CCN(c2ccccc2)CC1)Nc1ccccc1Cl,0.38,1567,0.61,-0.042,0.85,-0.46,-9,696,5.2,2.0,11,-4%,i,0.1,-3.9,1042,1.1,i,61
O=C(COC(=O)c1cc(=O)c2ccccc2o1)Nc1ccc2ccccc2c1,.,.,2,-0.26,0.78,-1.5,2,676,4.2,2.2,1.2,6%,i,0.4,1.2,874,1.1,i,45
CCC(=O)Nc1ccc(C(=O)N/N=C/c2cccnc2)cc1,0.34,1506,0.77,-0.14,0.75,0.0016,.,.,3.0,1.8,6.7,2%,i,5.3,1.4,1243,1.1,i,31
Cc1ccccc1NS(=O)(=O)c1ccc(C)c(NS(C)(=O)=O)c1C,0.07,1643,-1.3,-0.26,-0.64,1.4,-8,679,1.1,2.4,0.6,-7%,i,0.4,-4.5,1087,1.1,i,44
CCOC(=O)C1=C(Cc2ccc(Cl)cc2)C(=O)c2ccccc2C1=O,0.35,788,-2.5,6.3,-0.7,-1.1,4,700,2.6,1.7,7.6,-15%,i,36,-8.8,1043,1,i,8
C=CCSC1=C(C#N)C(c2cc(Br)c(O)c(OC)c2)CC(=O)N1 (stereo not drawn),0.59,1238,-1.3,0.4,-0.57,1.7,2,775,1.7,5.4,9.1,0%,i,3.2,3.6,1161,1.1,i,15
CCOc1cc(C(=O)O/N=C(\N)c2ccc([N+](=O)[O-])cc2)cc(OCC)c1OCC,-1.1,1186,-0.76,-0.15,-0.36,0.23,.,.,1.8,1.4,4.0,0%,i,0.6,-0.4,1334,1.1,i,24
O=[N+]([O-])c1cc(S(=O)(=O)NC2=NCCCCC2)ccc1Cl,-0.82,1294,-0.89,-0.17,-0.82,0.22,-16,677,3.0,2.8,1.2,-9%,i,1.1,-2.7,1048,1.1,i,42
Cc1cc(C)cc(N2CCCn3c2nc2c3c(=O)n(CC(=O)OCc3ccccc3)c(=O)n2C)c1,-1.1,1010,0.073,-0.3,-0.023,-0.19,.,.,3.4,1.4,1.8,7%,i,7.3,2.3,1335,1.1,i,45
COc1ccc(/C=C/C(=O)NC(=S)N2CCN(c3ccccn3)CC2)cc1,0.1,944,0.17,-0.28,0.059,0.71,3,741,.,.,.,.,i,0.2,0.2,1356,.,i,40
O=C(NCc1ccccc1F)C1CCCN(C(=O)NC2CCCCC2)C1 (stereo not drawn),0.77,1311,0.26,-0.23,0.49,-0.46,.,.,6.9,2.8,6.0,5%,i,2.0,-5.3,1024,1.1,i,50
CSc1ccccc1NC(=O)Cn1ccsc1=N,-0.96,1434,-1.5,-0.2,-0.64,0.77,1,710,1.6,1.5,2.6,-6%,i,0.4,-1.3,1077,1,i,60
O=C(c1cn(-c2ccccc2)nc1-c1cccc(Br)c1)N1CCOCC1,-1.3,1409,0.4,-0.38,0.39,0.34,-13,719,6.8,1.6,12,15%,i,0.3,0.3,1555,1.1,i,59
Cc1ccc(OCCSCc2nc3ccccc3[nH]2)cc1,.,.,-0.23,-0.25,-0.65,0.97,.,.,0.9,2.7,14,13%,i,2.2,.,.,1.2,i,40
CCN1CCN(C(c2ccccc2)c2nnnn2Cc2ccc3c(c2)OCO3)CC1 (stereo not drawn),-0.84,1529,-0.093,-0.23,0.23,-0.18,0,684,1.6,1.3,0.0,-11%,i,0.5,-1.0,1051,1.1,i,40
O=C(/C=C/c1ccccc1)NC1CCSC1=O (stereo not drawn),0.69,1533,0.86,-0.12,0.54,-0.091,4,701,1.7,3.8,3.9,15%,i,0.3,-0.8,1057,0.9,i,31
COc1ccc2nc(C)cc(N3CCOCC3)c2c1,0.57,1275,0.87,-0.18,0.11,-1.2,-2,769,3.4,1.4,6.8,11%,i,0.7,.,.,1.1,i,50
CC(=O)C1C(c2ccc(Br)cc2)c2c(noc2C)CC1(C)O (stereo not drawn),.,.,2.3,-0.21,1.1,-1.5,-13,753,.,.,.,.,i,0.5,-0.2,1305,.,i,44
CC1CCCCN1S(=O)(=O)c1cccc2cccnc12 (stereo not drawn),-0.11,972,0.42,0.27,0.32,-0.34,.,.,2.6,2.7,8.5,2%,i,1.3,-1.2,1168,1.1,i,41
Cc1ccc2c(c1)cc(CN(Cc1cccnc1)C(=O)c1ccccc1)c1nnnn12,0.07,1088,0.47,0.028,0.19,0.5,-4,738,1.2,1.6,8.7,.,i,0.7,2.3,1494,1.1,i,3
CCC(CC)C(=O)Nc1ccc(C(=O)Nc2cc(C)on2)cc1,-0.53,1372,-0.38,-0.31,-0.35,0.6,34,747,2.6,1.6,1.4,-11%,i,0.3,-1.2,1066,1.2,i,34
O=C(CSc1nc2cc(Cl)ccc2s1)c1ccco1,0.4,1251,-0.18,-0.19,0.21,-0.071,.,.,4.4,2.5,4.0,1%,i,7.6,-5.3,1062,1.1,i,16
CC(C)(C)C(=O)Cn1c(=O)n(-c2ccc(F)cc2F)c(=O)c2sccc21,0.08,1212,-0.74,-0.34,-0.32,0.5,-2,740,4.1,3.2,2.1,-6%,i,0.8,.,.,1.1,i,23

# High-throughput results from PubChem.
